# Screening data: PubChem BioAssay, several laboratories
# GDH-TPI counter – inhibits GDH-TPI coupling enzymes, artifact for Mtb FBA screen; GDH-TPI coupled enzyme counterscreen, NADH absorbance; inhibition, % at 4.8 µM; 360,000 compounds, 1.2% hits; AID 588335;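 further: 0% = DMSO wells and 100% = wells lacking the enzyme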
# Rv3671c protease – inhibits the M. tuberculosis serine protease Rv3671c. inhibition, % at 5.96 µM. 320,000 compounds, 0.048% hits. P9WHR9; in the data active means inhibition above about 38%;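 further: extracellular domain of Rv3671c used as enzyme; 0% = enzyme with DMSO and 100% = no enzyme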
# Mtb UGM inh – inhibitors of M. tuberculosis UDP-galactopyranose mutase. P9WIQ1. inhibition, % at 10 µM. purified UGM, fluorescence polarization probe displacement. 320,000 compounds, 0.06% hits; in the data active means inhibition above about 10%, passing the limit was not always enough; inconclusive means no clear call, values can overlap the other calls
# Target sequence (P9WIQ1 whole entry, looked up): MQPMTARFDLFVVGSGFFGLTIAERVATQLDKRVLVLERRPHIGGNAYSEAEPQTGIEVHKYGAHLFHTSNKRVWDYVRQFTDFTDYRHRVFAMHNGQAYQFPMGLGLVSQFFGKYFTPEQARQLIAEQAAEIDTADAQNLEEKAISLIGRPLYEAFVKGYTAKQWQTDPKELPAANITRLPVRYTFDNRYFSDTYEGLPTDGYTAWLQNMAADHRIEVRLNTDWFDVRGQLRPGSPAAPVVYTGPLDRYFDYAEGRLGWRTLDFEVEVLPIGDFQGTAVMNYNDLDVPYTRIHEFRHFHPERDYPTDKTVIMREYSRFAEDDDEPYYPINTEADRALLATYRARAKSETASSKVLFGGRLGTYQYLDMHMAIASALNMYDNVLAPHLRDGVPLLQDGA
# BioA inh – inhibitors of Mycobacterium tuberculosis BioA enzyme. inhibition, % at 9.99 µM. 360,000 compounds, 0.096% hits. purified M. tuberculosis BioA enzyme, plate reader; in the data active means inhibition above about 40%; inconclusive means no clear call, values can overlap the other calls
# CCHF vOTU inh – blocks the CCHF virus ovarian tumor domain protease; AID 651958; CCHFV vOTU protease, Pep-AMC fluorescence; inhibition, % at 11.5 µM; 370,000 compounds, 0.55% hits; further: 0% = vehicle wells with enzyme and 100% = no enzyme wells
# DUSP3 inh – inhibitors of human VHR1 phosphatase (DUSP3); P51452; recombinant VHR phosphatase, pNPP absorbance; inhibition, % at 13.3 µM; 290,000 compounds, 0.52% hits; AID 1654; in the data active means inhibition above about 50%; further: some compounds called inactive have numbers as strong as hits
# Target sequence (P51452 whole entry, looked up): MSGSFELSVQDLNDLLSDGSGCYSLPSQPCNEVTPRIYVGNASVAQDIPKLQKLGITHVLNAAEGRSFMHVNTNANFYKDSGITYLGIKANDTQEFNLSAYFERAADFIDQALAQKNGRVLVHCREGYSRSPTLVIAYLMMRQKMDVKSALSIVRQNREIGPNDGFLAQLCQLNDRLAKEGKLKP
# FBA Mtb inh – inhibits M. tuberculosis FBA enzyme; inhibition, % at 1 µM; purified M. tuberculosis FBA, fluorescence read-out; P9WQA3; 360,000 compounds, 2.3% hits; AID 588726; in the data active means inhibition above about 27%;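 further: 0% = vehicle and 100% = reference inhibitor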
# Target sequence (P9WQA3 whole entry, looked up): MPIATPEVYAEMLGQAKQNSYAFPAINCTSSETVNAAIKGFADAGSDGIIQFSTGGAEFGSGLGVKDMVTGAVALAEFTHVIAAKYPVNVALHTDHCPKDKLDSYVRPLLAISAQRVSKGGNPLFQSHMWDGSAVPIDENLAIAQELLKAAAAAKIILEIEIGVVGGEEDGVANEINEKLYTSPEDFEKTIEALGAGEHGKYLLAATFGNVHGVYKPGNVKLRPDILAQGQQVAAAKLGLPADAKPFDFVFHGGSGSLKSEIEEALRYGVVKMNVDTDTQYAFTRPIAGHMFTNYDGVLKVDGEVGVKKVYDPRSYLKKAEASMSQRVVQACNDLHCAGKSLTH
# MazEF act – activators of E. coli MazEF toxin-antitoxin RNase; P0AE70; FAM/BHQ RNA-DNA oligo cleavage fluorescence, 5 h; activation, % at 20 µM; 350,000 compounds, 0.32% hits; in the data active means activation above about 50%
# Target sequence (P0AE70 whole entry, looked up): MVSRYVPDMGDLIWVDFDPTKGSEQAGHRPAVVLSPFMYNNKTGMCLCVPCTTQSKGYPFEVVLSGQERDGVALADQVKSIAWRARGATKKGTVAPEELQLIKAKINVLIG
# FadD28 binding – inhibitors of Mycobacterium tuberculosis FadD28 bisubstrate binding; FadD28 bisubstrate probe binding, fluorescence polarization; inhibition, % at 12.5 µM; 360,000 compounds, 0.22% hits; AID 588549; in the data active means inhibition above about 8.5%, passing the limit was not always enough; inconclusive means no clear call, values can overlap the other calls
# BoNT F protease – inhibitors of Botulinum neurotoxin F light chain protease. Multiplex microsphere protease cleavage assay, flow cytometry. inhibition, % at 10 µM. 360,000 compounds, 0.22% hits; in the data active means inhibition above about 35%, passing the limit was not always enough; inconclusive means no clear call, values can overlap the other calls; further: plate controls were buffer without enzyme for full effect and enzyme alone for no effect
# The depositor's hits bear a star; ? = inconclusive; . = not tested or not shown; & = joins results of further samples. Unless noted, no stated cut-off is given here; in the data, active means inhibition above about 30%; inactive means the rest.
SMILES,GDH-TPI counter,Rv3671c protease,Mtb UGM inh,BioA inh,CCHF vOTU inh,DUSP3 inh,FBA Mtb inh,MazEF act,FadD28 binding,BoNT F protease
Cc1sc(N2C(=O)C3C(C2=O)[C@H]2C=C[C@@H]3C2)c(C#N)c1C (stereo partly drawn),-7,-2,-2.5,.,-6,21,1,0,-1.9,7
COc1cccc(CNC(=O)C2CCN(C(=O)N3CC(C)Oc4ccccc43)CC2)c1 (stereo not drawn),5,-3,-2.0,1.3,3,2,0,12,-0.1,-8
COCCN(C(=O)COc1ccccc1)c1nnc(-c2cccnc2)s1,3,-3,-0.3,-1.4,-2,13,-2,-1,4.2,-5
CCCCCCCCNC(C)C(O)c1ccc(SC(C)C)cc1 (stereo not drawn),-2,-3,-1.9,8.0&-0.3,16,12,1,9,15*,-32
CCOC(=O)c1csc(NC(=O)c2ccc(OCC)cc2)n1,-3,-8,1.0,.,4,13,-5,4,-4.0,-10
COc1ccc(C(=O)Nc2ccccc2C(=O)N2CCOCC2)cc1,-2,-5,1.1,-1.0,21,19,0,-4,-1.9,8
CCc1noc(C)c1C(=O)N1CCCSC1=Nc1ccccc1,-8,3,-0.7,0.6,8,.,3,4,-3.7,-2
NNc1ccc([N+](=O)[O-])c2[nH][nH]c(=O)c12,7,.,.,3.1,-1,.,-5,0,16*,-10
CN1CCN(c2ccc(S(=O)(=O)N3CCCCC3)cc2NC(=O)COc2ccc([N+](=O)[O-])cc2)CC1,-3,5,-0.6,-0.2,-4,.,2,5,0.8,-15
C=C(C)C(=O)Nc1ccc(NC(C)C)cc1,-6,-10,-2.2,-0.9,6,15,-1,14,-3.1,-3
CCOc1ccc(C(=O)COC(=O)c2cc(=O)[nH]c3ccccc23)cc1,9,0,-0.3,.,-13,.,2,-11,1.1,?
CC(=O)C1=C(C)NC2(O)c3ccccc3C(=O)C12O (stereo not drawn),10,-22,1.1,.,21,-7,0,2,0.7,-2
CC(C)c1c(O)nc(SCc2ccc(F)cc2)[nH]c1=O,-10,7,-0.3,-0.7,5,-6,-4,-10,-1.8,-31
CCOC(=O)C1=C(c2ccccc2)Nc2ncnn2C1c1cccc(O)c1 (stereo not drawn),17,-3,3.0,1.1,4,13,5,4,-1.3,-3
Cc1ccc(NC(=O)COC(=O)CNC(=O)c2ccc(Br)cc2)c(C)c1,-7,-5,2.6,.,4,5,-3,-3,-4.1,2
Cc1ccc(S(=O)(=O)N/N=C/c2ccccc2O)cc1,4,0,2.5,-0.4,3,12,-1,3,.,-17
CCCCn1c(N)c(N(CC(C)C)C(=O)c2ccc(OC)c(S(=O)(=O)N3CCOCC3)c2)c(=O)[nH]c1=O,8,.,.,-1.4,2,.,-2,11,-0.3,-1
CC(C)CC1Nc2ccc(C(=O)NCCCN3CCCCC3C)cc2NC1=O (stereo not drawn),11,9,-0.9,-3.1,-2,-9,7,9,-2.5,9
O=C(CN1CCN(C(=O)c2ccco2)CC1)NCc1ccc(Cl)cc1,3,-3,-0.5,1.9,11,18,1,-1,-1.6,-3
CS(=O)(=O)c1ccc(NC(=O)c2ccc3c(c2)S(=O)(=O)N=C2CCCCCN23)cc1,6,-6,1.8,0.2,-3,.,1,-10,-1.5,9
COc1ccc(N(CC(=O)Nc2ccccc2OC)S(=O)(=O)c2ccc(NC(C)=O)cc2)cc1,31*,-20,1.9,-0.3,7,12,2,-2,-3.0,?
COCCn1c(C)cc(C(=O)COc2ncnc3ccc(Br)cc23)c1C,8,0,0.2,1.0,12,22,2,-16,-1.6,-6
CN(CC(=O)NC(=O)NC1CCCCC1)c1ccccc1,-1,2,-3.2,-0.9,-9,.,-3,1,-3.8,-5
COC(=O)C1CCN(Cc2c(C(=O)N3C[C@@H](C)O[C@@H](C)C3)nc3ccc(Cl)cn23)CC1,6,-5,0.8,-2.4,-11,62,0,4,-0.6,7
O=C(COC(=O)c1ccncc1)c1ccccc1,5,-7,1.8,.,4,1,4,-7,-0.3,-4
COc1ccc(CCNC(=O)c2cccs2)cc1OC,-2,-5,1.2,1.4,11,36,-2,6,0.0,1
O=C(C1=C[C@H](c2ccccc2)C[C@H](OCc2ccc(CO)cc2)O1)N1CCOCC1,2,-7,-2.1,1.6&2.0,12,14,1,4,-3.6,-5
CCOC(=O)N1CCN(C(=O)C2CCN(S(=O)(=O)c3ccc(C)cc3)CC2)CC1,0,-2,-2.3,-0.4,-5,10,0,-5,-3.4,-1
COc1ccccc1Cc1c(-c2ccc(Cl)cc2)nc2ccc(Br)cn12,.,.,.,-3.4,9,.,2,.,-7.7,8
CCN1C[C@]2(CO)CC[C@H](OC)[C@@]34C2[C@H](OC)[C@@](O)(C13)[C@@]1(O)C[C@H](OC)[C@H]2C[C@@H]4[C@@H]1[C@H]2OC,-8,-9,3.7,-1.7,-1,34,-1,-10,-2.2,-18
CC(C)c1cc(NC(=O)c2ccccc2)cc(C(C)C)c1O,1,6,0.0,0.2,1,-15,1,-18,-1.5,-1
CCOC(=O)C1(C)CCN1C(=O)c1cccc(C(F)(F)F)c1 (stereo not drawn),6,.,.,-1.6,6,.,3,.,0.2,-6
Cc1ccc(NC(=S)NCc2ccccc2)cc1C,-7,2,0.4,.,2,.,1,7,-0.9,-15
CC(=O)Nc1ccc(/C=N/NC(=O)c2cccc(S(=O)(=O)N3CCOCC3)c2)cc1,36*,0,0.0,.,7,-5,1,1,1.1,-1
COc1cc(/C=C/C(=O)O)cc(S(=O)(=O)Nc2ccccc2Cl)c1OC,11,2,4.4,.,3,-2,-3,-6,-0.8,-8
O=C(COC(=O)CSc1ccc2ccccc2c1)NC1CC1,-1,-9,-1.8,0.5,-6,9,4,-1,-2.9,0
CN(C)c1ccc(C(C(=O)NCc2ccccc2)N(Cc2ccco2)C(=O)c2snc(C(N)=O)c2N)cc1 (stereo not drawn),9,-6,-2.2,-4.9,9,3,-3,8,-0.8,9
CN(C)CCNC(=O)c1c(CSc2ccc(Cl)cc2)noc1C(=O)NCc1ccccc1,14,-2,-0.7,0.1,-10,.,0,5,-3.0,-7
Cc1cc(=O)[nH]c(SCC(=O)O)c1C#N,9,6,6.8,0.1,19,22,0,-1,-2.1,-1
Cc1c(-c2ccccc2)n(O)[n+]([O-])c1-c1ccccc1,7,.,.,-0.7,11,.,-3,0,0.5,1

# Record cards, from the list above. Values in the order: GDH-TPI counter	Rv3671c protease	Mtb UGM inh	BioA inh	CCHF vOTU inh	DUSP3 inh	FBA Mtb inh	MazEF act	FadD28 binding	BoNT F protease
# CC(=O)Nc1ccc(/C=N/NC(=O)c2cccc(S(=O)(=O)N3CCOCC3)c2)cc1 across the screens: 36*	0	0.0	.	7	-5	1	1	1.1	-1
# CCN1C[C@]2(CO)CC[C@H](OC)[C@@]34C2[C@H](OC)[C@@](O)(C13)[C@@]1(O)C[C@H](OC)[C@H]2C[C@@H]4[C@@H]1[C@H]2OC across the screens: -8	-9	3.7	-1.7	-1	34	-1	-10	-2.2	-18
# O=C(C1=C[C@H](c2ccccc2)C[C@H](OCc2ccc(CO)cc2)O1)N1CCOCC1 across the screens: 2	-7	-2.1	1.6&2.0	12	14	1	4	-3.6	-5
# CN(C)CCNC(=O)c1c(CSc2ccc(Cl)cc2)noc1C(=O)NCc1ccccc1 across the screens: 14	-2	-0.7	0.1	-10	.	0	5	-3.0	-7
# CCOC(=O)C1(C)CCN1C(=O)c1cccc(C(F)(F)F)c1 (stereo not drawn) across the screens: 6	.	.	-1.6	6	.	3	.	0.2	-6

# Continued.
SMILES,GDH-TPI counter,Rv3671c protease,Mtb UGM inh,BioA inh,CCHF vOTU inh,DUSP3 inh,FBA Mtb inh,MazEF act,FadD28 binding,BoNT F protease
CCn1c(CNc2ccc(C)cc2)nnc1SCC(N)=O,2,1,1.9,-0.2,6,20,6,12,0.2,-11
CCc1nc2ccccc2n1CC(=O)N1CCN(Cc2ccccc2)CC1,-3,-6,4.8,.,-2,17,2,-9,0.6,-3
Cc1cc(C(=O)Nc2cc(C)on2)on1,-20,2,-1.4,1.3,-2,2,0,2,-2.3,-9
COC(=O)c1noc(-c2ccc(C)cc2)n1,-1,1,2.3,-2.2,1,42,-1,6,-1.5,-1
CC(C)n1c(NCCc2ccccc2)nc2c1c(=O)n(C)c(=O)n2C,13,0,2.4,0.6,3,18,-1,7,-0.3,9
CCOc1ccc(S(=O)(=O)N2CCCC(C(=O)NCc3cccnc3)C2)cc1Cl (stereo not drawn),-8,-5,-1.7,-0.5,0,31,-2,0,-2.0,5
N#Cc1c(/N=C/C=C/c2ccccc2)sc2c1CCCC2,13,-8,0.3,2.9,-8,-12,0,-12,0.4,-17
Cc1cccc(-c2nnc(-c3ccc(N)cc3)o2)c1,28,-4,-0.1,-1.8,-3,-23,16,3,0.6,-9
Cc1cc(NC(=O)c2sc(Nc3ccc(F)c(Cl)c3)nc2N)no1,13,3,-0.5,31,-5,30,-6,12,-3.2,2
COc1ccc(Cc2nnc(NC(=O)C3CCCO3)s2)cc1OC (stereo not drawn),-2,-7,2.4,-1.3,-8,10,3,6,-1.2,-24
CSc1ncc(Cl)c(C(=O)Nc2cccnc2)n1,8,11,-0.7,25,14,16,-4,7,.,7
Clc1ccc(-n2nnc(-c3cccnc3)n2)cc1Cl,0,-6,-0.5,-0.6,6,14,2,-3,-0.3,-14
COC(=O)C1=C(C)N(c2ccc(C)c(C)c2)/C(=C/c2ccc(O)cc2)C1=O,11,9,2.9,.,-3,7,-1,2,-0.8,2
CS(=O)(=O)N1CCN(CC(=O)NC2CCCCC2)CC1,-1,-9,3.1,.,-7,18,1,-8,-0.8,-3
Cc1nc(C)c(-c2csc(Nc3ccc(F)cc3)n2)s1,7,3,0.7,.,-4,30,3,10,-2.7,-2
CCSc1ncc(Cl)c(C(=O)Nc2ccc(S(=O)(=O)Nc3onc(C)c3C)cc2)n1,10,0,4.2,0.5,16,6,2,7,0.1,-7
COc1ccc(C(=O)N2CCN(Cc3ccccc3C(F)(F)F)CC2)cc1,6,6,-2.5,-0.8,10,-3,1,2,-0.3,20
COc1ccc2c(-c3ccc(OCCN4CCCCC4)cc3)c(-c3ccccc3OC)sc2c1,6,.,.,-1.5,.,.,6,0,-5.1,-10
O=C(C1CCN(S(=O)(=O)N2CCOCC2)CC1)N1CCC2(CC1)OCCO2,1,-7,0.7,-3.1,-7,7,0,2,0.0,5
C=CCn1c(COc2ccc(OC)cc2)nc2ccccc21,6,7,-0.5,2.5,-5,30,0,7,-3.2,?
O=C(O)c1ccc(/C=N/NC(=S)NC2CCCCC2)cc1,11,-8,-2.8,-0.6,0,-14,1,1,-4.5,-7
O=C(Oc1cc(=O)oc2ccccc12)c1ccco1,9,-3,-0.9,-5.9,5,5,-5,-4,-1.0,-12
COc1ccc(/C=C(/NC(=O)c2ccccc2)C(=O)Nc2cccc(C(=O)O)c2)cc1,30,6,1.5,0.4,6,5,-1,8,-3.5,0
COC(=O)NCCOc1cc(C)ccc1C,3,-4,-0.7,2.6,-9,-2,2,-2,-2.9,3
CC(NC(=O)COC(=O)C12CC3CC(CC(O)(C3)C1)C2)c1ccccc1 (stereo not drawn),3,4,4.6,.,2,.,1,-10,0.0,4
CCOc1ccc2[nH]c(C(=O)N/N=C/c3cccc(OC)c3OC)cc2c1,42*,-44,1.7,0.1,4,27,3,5,-0.1,-10
O=C(O)CSc1nnc(COc2cccc3ccccc23)n1Cc1ccccc1,-3,1,3.9,.,7,10,1,-1,-2.0,2
CCOc1cc(/C=N/NC(=O)c2cccnc2)cc(Br)c1OCC(N)=O,-2,1,-0.2,.,-1,9,-1,5,-3.0,6
Cc1cccc(C)c1Nc1n[nH]c(=S)s1,-5,.,.,-0.4,6,.,-1,4,-4.2,-2
Cc1ccc(C(=O)NNc2c3ccccc3nc3ccccc23)cc1,23,11,0.0,-0.3,-26,-6,36*,-9,-3.0,?
Cc1ccc2c(C)nc(SC(C(=O)c3ccccc3)c3ccccc3)nc2c1 (stereo not drawn),5,-11,0.3,.,1,7,1,-11,-4.5,4
Cc1n[nH]c(C)c1-c1nc2ccccc2[nH]1,7,11,6.0,0.0,4,12,0,1,-1.1,-6
